CDK5 inh: CDK5/p35 (human) kinase inhibition | Recombinant CDK5/p35, ADP-Glo luminescence, 60 min | inhibition, % at 10 µM | actives 0.01% (n = 330,000);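 active means highest replicate inhibition of at least 50% and at least 75% of replicates reaching 50%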;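 further: plate controls were DMSO neutral control for no effect and GW8510 at 10 µM for full effect; many of its hits are not listed in these tables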
Arr AP2 block: inhibitors of human beta-arrestin and AP2 interaction; actives 0.31% (n = 340,000); inhibition, % at 10 µM; FITC-arrestin peptide / GST-AP2 beads, flow cytometry; AP2 beta2 appendage carries R879A mutation; AID 504490;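 active means inhibition above a set limit, near 3 SD of compounds lacking own fluorescence, cut at about 54% in these data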;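 further: plate controls were DMSO wells for no effect and 5 µM unlabelled arrestin peptide for full effect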
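system = GST-tagged AP2 beta2-adaptin appendage (R879A) on 4 µm glutathione beads | reagent = FITC-labelled arrestin peptide probe, 50 nM final | schedule = compound with beads 12 min RT, then probe 1 h RT | signal = HyperCyt-sampled flow cytometry, FL1 channel, ex 488/em 535 nm | read-out = percent response from loss of bead-bound FITC fluorescence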
DSG3 Ab inh: inhibitors of pemphigus antibody binding to human desmoglein-3; P32926; DSG3-coupled beads, scFv-anti-DSG3-GFP binding, flow cytometry; hits give low values; binding (percent of control), % at 10 µM; actives 0.48% (n = 310,000); AID 588358;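 active means binding more than 3 SD below its plate's average and above zero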;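 further: hits lower antibody fragment binding to DSG3; some compounds called inactive have numbers as strong as hits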
dFosB activator: mouse delta FosB homodimer activation | activation, % at 25 µM | actives 0.99% (n = 340,000) | AID 493131 | purified delta FosB, TAMRA-CDK5 oligo fluorescence polarization; percent of positive-control signal above neutral wells;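 active means mean activation above about 17%, with every replicate also reaching it, limit read from the data, passing the limit was not always enough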;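 further: fluorescence polarization rise as delta FosB binds a TAMRA Cdk5 AP-1 oligo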
PKA-R1A activ: activates the PKA-R1A holoenzyme complex. P00514+P68181. PKA-R1A dissociation, Cy5-IP20 fluorescence polarization; scaled: DMSO 0%, 113 µM cGMP 100%. activation, % at 11.4 µM. actives 0.083% (n = 340,000). AID 504707;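 active means percent activation above the mean of all tested compounds plus 3 SD, cut at about 19% in these data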;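 further: higher means more PKAc released from R1A so a rise in polarization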
SUMO Mot1 rescue: inhibitors of SUMOylation pathway: yeast Mot1-301 growth rescue; S. cerevisiae Mot1-301 growth rescue, ATP luminescence, 38.5C; percent above DMSO median, 100 means doubled; growth rescue, % at 18.8 µM; actives 1% (n = 320,000); AID 2716;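 active means every valid replicate shows activation above 250% relative to neutral control wells; inactive means the rest, any valid replicate at or below 250%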;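 further: OY570 slx delta 5 strain wells were the positive control but not used for scaling; some compounds called inactive have numbers as strong as hits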
PKA-R2B act: activates the human PKA-R2B holoenzyme complex; activation, % at 11.4 µM; PKA-R2B holoenzyme dissociation, Cy5-IP20 fluorescence polarization; R2B truncated from residue 108, S112A mutant; 0% DMSO only, 100% 113 µM cGMP; actives 0.079% (n = 340,000); P22694+P31323;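 active means activation above a cutoff set at the mean over all compounds plus 3 SD, cut at about 18% in these data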;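 further: higher means more holoenzyme dissociation and a rise in polarization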
SR-BI DiI-HDL act: SR-BI HDL lipid transfer activation. CHO ldlA[mSR-BI] cells, DiI-HDL uptake fluorescence, 3 h; 100 = double the neutral-control signal. activation, % at 12.5 µM. actives 0.096% (n = 320,000);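 active means mean replicate activation of at least 60% and every replicate at or above 60%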;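 further: 0% = median plate neutral-control signal and 100% = twice that signal; values of inactives mirror those of a sister screen read the other way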
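Test system: SR-BI-overexpressing, LDLR-lacking CHO cells; Medium: Ham's F12 with 0.5% BSA, HEPES 25 mM, pH 7.4; Schedule: 3 h, 37 °C; Technique: bottom-read fluorescence, 550/595 nm.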
MITF TRPM1 HTS: increases MITF-driven TRPM1 promoter luciferase signal | SK-MEL-5 TRPM1-promoter luciferase, 24 h; % of positive control, neutral wells = 0 | activation, % at 12.5 µM | actives 0.75% (n = 300,000) | AID 588334;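 active means mean activation of at least 80% with every replicate also reaching 80%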;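 further: 0% = neutral control wells and 100% = parthenolide positive control wells; values of inactives mirror those of a sister screen read the other way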
NSD2 HMT inh: inhibitors of human histone methyltransferase NSD2 | O96028 | NSD2 peptide methylation, AlphaScreen, 120 min | AID 743445 | actives 0.54% (n = 310,000) | inhibition, % at 12.5 µM; in the data active means inhibition above about 50%
SR-BI HDL uptake: mouse SR-BI HDL lipid transfer inhibition. ldlA[mSR-BI] CHO cells, DiI-HDL uptake fluorescence, 3 h. actives 0.96% (n = 320,000). inhibition, % at 12.5 µM. Q61009;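 active means mean replicate inhibition of at least 70% and a set share of replicates each scoring 70 or more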;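 further: 0% = median of neutral control wells and 100% = median of positive control wells; values of inactives mirror those of a sister screen read the other way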
Numbers without * were called inactive.

`Cc1ccccc1NC(=S)NCCC(c1ccccc1)c1ccccc1` gave CDK5 inh 1.0, Arr AP2 block -7.9, DSG3 Ab inh 101.7, dFosB activator 1.2, PKA-R1A activ 2.6, SUMO Mot1 rescue -13.9, PKA-R2B act 0.8, SR-BI DiI-HDL act -49.5, MITF TRPM1 HTS 14.8, NSD2 HMT inh -1.3 and SR-BI HDL uptake 49.5.
Cc1ccc(Cn2c(SCC(=O)N/N=C/c3ccc(C)o3)nc3ccccc32)cc1 was read as CDK5 inh -1.8, Arr AP2 block -6.4, DSG3 Ab inh 117.8, dFosB activator -16.1, PKA-R1A activ -1.2, SUMO Mot1 rescue 99.7, PKA-R2B act -4.9, SR-BI DiI-HDL act -0.7, MITF TRPM1 HTS 0.5, NSD2 HMT inh -3.6 and SR-BI HDL uptake 0.7.
`Cc1oc2ccc(NS(=O)(=O)c3ccc(F)cc3)cc2c1C(=O)O` gave CDK5 inh 0.5, Arr AP2 block -11.8, DSG3 Ab inh 118.8, dFosB activator -4.0, PKA-R1A activ -4.1, SUMO Mot1 rescue -12.7, PKA-R2B act -4.5, MITF TRPM1 HTS -1.0 and NSD2 HMT inh 1.1.
Screening COC(=O)Cn1c(=NC(=O)c2ccc(S(=O)(=O)N3CCc4ccccc4C3)cc2)sc2cc(OC)ccc21 returned Arr AP2 block -1.6, DSG3 Ab inh 88.2, dFosB activator -7.1, PKA-R1A activ 0.3, SUMO Mot1 rescue 11.5, PKA-R2B act -7.1, SR-BI DiI-HDL act -29.5, MITF TRPM1 HTS -9.8, NSD2 HMT inh -2.0 and SR-BI HDL uptake 29.5.
Screening CC(=O)Nc1cccc(NC(=O)CSc2nc(=O)n(Cc3ccccn3)c3c2CCC3)c1 returned CDK5 inh -0.5, Arr AP2 block -8.1, DSG3 Ab inh 101.6, dFosB activator 5.9, PKA-R1A activ -2.2, SUMO Mot1 rescue 9.8, PKA-R2B act -8.9, SR-BI DiI-HDL act -21.3, MITF TRPM1 HTS -8.3, NSD2 HMT inh -0.3 and SR-BI HDL uptake 21.3.
CCOC(=O)C1(CCCc2ccccc2)CCN(C(=O)[C@@H]2C[C@@H](C)NC(=S)N2)CC1 was read as CDK5 inh 0.8, Arr AP2 block 22.9, DSG3 Ab inh 100.7, dFosB activator -4.5, PKA-R1A activ -4.9, SUMO Mot1 rescue -6.9, PKA-R2B act -1.3, SR-BI DiI-HDL act -49.0, MITF TRPM1 HTS 0.9, NSD2 HMT inh -0.2 and SR-BI HDL uptake 49.0.
O=C(Cc1cccs1)Nc1cccnc1 was read as CDK5 inh 3.1, Arr AP2 block -0.7, DSG3 Ab inh 100.6, dFosB activator 6.1, PKA-R1A activ -0.3, SUMO Mot1 rescue 11.0, PKA-R2B act -3.2, SR-BI DiI-HDL act 28.1, MITF TRPM1 HTS 14.9, NSD2 HMT inh -4.5 and SR-BI HDL uptake -28.1.
`COc1ccc(CNC(=O)[C@H](C)NC(=O)C2CCN(S(=O)(=O)c3ccc(C)cc3)CC2)cc1` gave CDK5 inh -5.1, Arr AP2 block -7.1, DSG3 Ab inh 105.0, dFosB activator 2.7, PKA-R1A activ 7.8, SUMO Mot1 rescue 20.4, PKA-R2B act 3.2, SR-BI DiI-HDL act -10.3, MITF TRPM1 HTS 5.5, NSD2 HMT inh 5.5 and SR-BI HDL uptake 10.3.
`COc1cccc(C2/C(=C(/O)c3cnn(-c4ccccc4)c3C)C(=O)C(=O)N2CCN(C)C)c1` (centres undefined) gave CDK5 inh -0.7, Arr AP2 block 2.6, dFosB activator -2.2, PKA-R1A activ 2.0, SUMO Mot1 rescue 11.7, PKA-R2B act -5.9, SR-BI DiI-HDL act -13.9, MITF TRPM1 HTS 6.3, NSD2 HMT inh -0.3 and SR-BI HDL uptake 13.9.
For O=c1c2cc(Br)ccc2[nH]c(=S)n1Cc1cccnc1 the results were CDK5 inh -0.3, Arr AP2 block -2.3, DSG3 Ab inh 87.8, dFosB activator 42.9*, PKA-R1A activ -7.1, SUMO Mot1 rescue 397.5, PKA-R2B act 3.0, SR-BI DiI-HDL act 10.6, NSD2 HMT inh 4.1 and SR-BI HDL uptake -10.6.
Screening COC(=O)c1ccccc1NC(=O)CN1CCC(n2nnc3cc(C(F)(F)F)ccc32)CC1 returned CDK5 inh 0.7, Arr AP2 block 15.9, DSG3 Ab inh 101.7, dFosB activator 3.7, PKA-R1A activ -23.1, SUMO Mot1 rescue 0.9, PKA-R2B act -1.6, SR-BI DiI-HDL act 1.8, MITF TRPM1 HTS -6.1, NSD2 HMT inh 3.3 and SR-BI HDL uptake -1.8.
Nc1ccc2c(c1)C(=O)c1ccccc1-2 was read as CDK5 inh -4.4, Arr AP2 block -6.5, DSG3 Ab inh 112.0, dFosB activator 5.9, PKA-R1A activ -1.1, SUMO Mot1 rescue -9.8, PKA-R2B act -7.0, SR-BI DiI-HDL act 14.2 and SR-BI HDL uptake -14.2.
Cc1cccc(NC(=O)c2cc(-c3cccnc3)nc3c(C)cccc23)n1 was read as CDK5 inh 0.2, Arr AP2 block 17.8, dFosB activator 54.5*, PKA-R1A activ -5.4, SUMO Mot1 rescue -22.2, PKA-R2B act 6.8, SR-BI DiI-HDL act -69.9, MITF TRPM1 HTS -18.3, NSD2 HMT inh 1.6 and SR-BI HDL uptake 69.9.
`Cc1nc(C)c(-c2csc(Nc3ccc(S(N)(=O)=O)cc3)n2)s1` gave CDK5 inh -2.6, Arr AP2 block 3.4, DSG3 Ab inh 107.8, dFosB activator -0.3, PKA-R1A activ -3.1, SUMO Mot1 rescue -4.4, PKA-R2B act -2.7, SR-BI DiI-HDL act -48.0, MITF TRPM1 HTS 79.1, NSD2 HMT inh -1.5 and SR-BI HDL uptake 48.0.
For O=C(NN=C(c1ccccc1)c1ccccn1)c1ccccc1 the results were CDK5 inh 0.1, Arr AP2 block 13.0, DSG3 Ab inh 93.1, dFosB activator -28.0, PKA-R1A activ 3.9, SUMO Mot1 rescue 18.0, PKA-R2B act -4.4, SR-BI DiI-HDL act -24.6, MITF TRPM1 HTS -68.4, NSD2 HMT inh 2.2 and SR-BI HDL uptake 24.6.
`O=C(CSc1nnnn1-c1ccc2c(c1)OCCO2)N1CCc2ccccc21` gave CDK5 inh 0.4, Arr AP2 block 27.6, DSG3 Ab inh 101.0, dFosB activator 6.9, PKA-R1A activ 2.8, SUMO Mot1 rescue 45.7, PKA-R2B act -2.1, SR-BI DiI-HDL act 5.9, MITF TRPM1 HTS 8.3 and SR-BI HDL uptake -5.9.
Screening COc1cccc(N2CCN(C(=S)Nc3cccc(C)c3)CC2)c1 returned CDK5 inh 2.1, Arr AP2 block 22.3, DSG3 Ab inh 101.4, dFosB activator -2.5, PKA-R1A activ -2.9, SUMO Mot1 rescue -12.7, PKA-R2B act -5.2, SR-BI DiI-HDL act -5.9, MITF TRPM1 HTS -24.4, NSD2 HMT inh -4.9 and SR-BI HDL uptake 5.9.
For CC(C)NS(=O)(=O)c1ccc(CCC(=O)N2CCOCC2)cc1 the results were CDK5 inh 0.9, Arr AP2 block -5.1, dFosB activator 2.9, PKA-R1A activ 13.6, SUMO Mot1 rescue 1.3, PKA-R2B act 14.8, SR-BI DiI-HDL act 17.9, MITF TRPM1 HTS 0.9, NSD2 HMT inh 3.3 and SR-BI HDL uptake -17.9.
COC(=O)C1C(=O)C2=C(CC1C)NC(=O)CC2c1ccc(O)c(OC)c1 (centres undefined) was read as CDK5 inh 0.6, Arr AP2 block 15.6, dFosB activator 4.6, PKA-R1A activ -9.3, SUMO Mot1 rescue 20.0, PKA-R2B act 5.0, SR-BI DiI-HDL act 6.9, MITF TRPM1 HTS -13.9, NSD2 HMT inh 0.2 and SR-BI HDL uptake -6.9.
Screening COc1cccc(CSCC(=O)NCCc2ccccc2)c1OC returned CDK5 inh 1.4, Arr AP2 block 21.3, DSG3 Ab inh 106.9, dFosB activator -4.5, PKA-R1A activ 5.4, SUMO Mot1 rescue -11.1, PKA-R2B act -3.4, SR-BI DiI-HDL act 23.5, MITF TRPM1 HTS -1.2, NSD2 HMT inh 0.3 and SR-BI HDL uptake -23.5.
Screening Cc1cc2nc(SCCN3CCOCC3)[nH]c2cc1C returned CDK5 inh -0.4, Arr AP2 block 4.3, dFosB activator 3.3, PKA-R1A activ -25.4, SUMO Mot1 rescue 29.9, PKA-R2B act -8.9, SR-BI DiI-HDL act 8.1, MITF TRPM1 HTS 49.7, NSD2 HMT inh -2.5 and SR-BI HDL uptake -8.1.
CN(C)S(=O)(=O)Oc1ccccc1C(=O)Nc1ccccc1Cl was read as CDK5 inh -1.1, Arr AP2 block 3.1, DSG3 Ab inh 91.4, dFosB activator -2.7, PKA-R1A activ 0.9, SUMO Mot1 rescue 6.8, PKA-R2B act -12.3, SR-BI DiI-HDL act -79.9, MITF TRPM1 HTS 8.2, NSD2 HMT inh -6.8 and SR-BI HDL uptake 79.9*.
`CN1CCCC(OC(=O)COc2ccccc2)C1` (centres undefined) gave CDK5 inh 0.9, Arr AP2 block 15.9, DSG3 Ab inh 95.2, dFosB activator -2.7, PKA-R1A activ -3.1, SUMO Mot1 rescue -7.0, PKA-R2B act 6.5, SR-BI DiI-HDL act -0.4, MITF TRPM1 HTS 2.3, NSD2 HMT inh 0.0 and SR-BI HDL uptake 0.4.
Cc1ccc(C(=O)NCCNc2nc3cc(C)c(C)cc3cc2C)cc1 was read as CDK5 inh 0.6, Arr AP2 block 15.3, DSG3 Ab inh 96.4, dFosB activator 40.7*, PKA-R1A activ -6.8, SUMO Mot1 rescue 20.5, PKA-R2B act 3.8, SR-BI DiI-HDL act 11.0, MITF TRPM1 HTS 10.6, NSD2 HMT inh -1.7 and SR-BI HDL uptake -11.0.

2 records picked at random from the list so far, as already listed:
Screening Cc1cc2nc(SCCN3CCOCC3)[nH]c2cc1C returned CDK5 inh -0.4, Arr AP2 block 4.3, dFosB activator 3.3, PKA-R1A activ -25.4, SUMO Mot1 rescue 29.9, PKA-R2B act -8.9, SR-BI DiI-HDL act 8.1, MITF TRPM1 HTS 49.7, NSD2 HMT inh -2.5 and SR-BI HDL uptake -8.1.
COC(=O)C1C(=O)C2=C(CC1C)NC(=O)CC2c1ccc(O)c(OC)c1 (centres undefined) was read as CDK5 inh 0.6, Arr AP2 block 15.6, dFosB activator 4.6, PKA-R1A activ -9.3, SUMO Mot1 rescue 20.0, PKA-R2B act 5.0, SR-BI DiI-HDL act 6.9, MITF TRPM1 HTS -13.9, NSD2 HMT inh 0.2 and SR-BI HDL uptake -6.9.

High-throughput results (PubChem BioAssay)
